NSD2 inh = inhibitors of human histone methyltransferase NSD2; AID 743445; NSD2 peptide methylation, AlphaScreen, 120 min; inhibition, % at 12.5 µM; O96028; 0.54% of 310,000 active; in the data active = inhibition above about 50%
PKA-R1A activ = activates the PKA-R1A holoenzyme complex; P00514+P68181; PKA-R1A dissociation, Cy5-IP20 fluorescence polarization; scaled: DMSO 0%, 113 µM cGMP 100%; activation, % at 11.4 µM; 0.083% of 340,000 active;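 active = percent activation above the mean of all tested compounds plus 3 SD, cut at about 19% in these data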;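 note: higher means more PKAc released from R1A so a rise in polarization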
Pemphigus Ab inh = human desmoglein-3 autoantibody binding inhibition; 0.48% of 310,000 active; P32926; binding (percent of control), % at 10 µM; DSG3-coupled beads, scFv-anti-DSG3-GFP binding, flow cytometry; stronger effect = lower value;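 active = binding more than 3 SD below its plate's average and above zero; inconclusive = below that plate limit but binding exactly zero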;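 note: hits lower antibody fragment binding to DSG3; some compounds called inactive have numbers as strong as hits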
MITF act = activators of MITF-driven TRPM1 promoter activity in SK-MEL-5 cells | SK-MEL-5 TRPM1-promoter luciferase, 24 h; % of positive control, neutral wells = 0 | activation, % at 12.5 µM | 0.75% of 300,000 active | AID 588334;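 active = mean activation of at least 80% with every replicate also reaching 80%; inconclusive = mean reaches 80% but some replicate falls short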;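 note: 0% = neutral control wells and 100% = parthenolide positive control wells; values of inactives mirror those of a sister screen read the other way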
SR-BI DiI-HDL act = SR-BI HDL lipid transfer activation. 0.096% of 320,000 active. CHO ldlA[mSR-BI] cells, DiI-HDL uptake fluorescence, 3 h; 100 = double the neutral-control signal. AID 504775. activation, % at 12.5 µM;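 active = mean replicate activation of at least 60% and every replicate at or above 60%; inconclusive = mean or all-replicate condition met, but not both; inactive = mean below 60% and not all replicates reaching 60%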;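 note: 0% = median plate neutral-control signal and 100% = twice that signal; values of inactives mirror those of a sister screen read the other way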
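Assay system: CHO ldlA[mSR-BI] cells, LDL receptor-null, SR-BI overexpressing; medium: Ham's F12 with 0.5% BSA, HEPES 25 mM, pH 7.4; also added: DiI-HDL 10 µg/mL; timing: 3 h uptake period with compound, 37 °C; signal: DiI fluorescence, bottom read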
dFosB act = activators of mouse delta FosB homodimer; P13346; purified delta FosB, TAMRA-CDK5 oligo fluorescence polarization; percent of positive-control signal above neutral wells; activation, % at 25 µM; 0.99% of 340,000 active;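 active = mean activation above about 17%, with every replicate also reaching it, limit read from the data, passing the limit was not always enough; inconclusive = only one of the two conditions met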;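 note: fluorescence polarization rise as delta FosB binds a TAMRA Cdk5 AP-1 oligo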
PKA-R2B act = activates the human PKA-R2B holoenzyme complex | P22694+P31323 | PKA-R2B holoenzyme dissociation, Cy5-IP20 fluorescence polarization; R2B truncated from residue 108, S112A mutant; 0% DMSO only, 100% 113 µM cGMP | activation, % at 11.4 µM | 0.079% of 340,000 active;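 active = activation above a cutoff set at the mean over all compounds plus 3 SD, cut at about 18% in these data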;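 note: higher means more holoenzyme dissociation and a rise in polarization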
Arrestin-AP2 inh = human beta-arrestin and AP2 interaction inhibition; FITC-arrestin peptide / GST-AP2 beads, flow cytometry; AP2 beta2 appendage carries R879A mutation; inhibition, % at 10 µM; 0.31% of 340,000 active; AID 504490;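 active = inhibition above a set limit, near 3 SD of compounds lacking own fluorescence, cut at about 54% in these data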;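 note: plate controls were DMSO wells for no effect and 5 µM unlabelled arrestin peptide for full effect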
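Material – GST-tagged AP2 beta2-adaptin appendage (R879A) on 4 µm glutathione beads · Probe or stimulus – fluorescein-tagged arrestin peptide at 50 nM final · Timing – 12 min plus 1 h, RT · Detection – bead flow cytometry, FITC channel · Read-out basis – inhibition as reduced fluorescein signal on beads, percent · Medium – PBS plus Tween 20 (0.05%) and BSA (0.1%)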
CDK5 inh = CDK5/p35 (human) kinase inhibition. Q00535+Q15078. Recombinant CDK5/p35, ADP-Glo luminescence, 60 min. inhibition, % at 10 µM. 0.01% of 330,000 active;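 active = highest replicate inhibition of at least 50% and at least 75% of replicates reaching 50%; inconclusive = only one of the two criteria met; inactive = both criteria failed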;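 note: plate controls were DMSO neutral control for no effect and GW8510 at 10 µM for full effect; many of its hits are not listed in these tables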
Target sequence (Q00535 whole entry, looked up): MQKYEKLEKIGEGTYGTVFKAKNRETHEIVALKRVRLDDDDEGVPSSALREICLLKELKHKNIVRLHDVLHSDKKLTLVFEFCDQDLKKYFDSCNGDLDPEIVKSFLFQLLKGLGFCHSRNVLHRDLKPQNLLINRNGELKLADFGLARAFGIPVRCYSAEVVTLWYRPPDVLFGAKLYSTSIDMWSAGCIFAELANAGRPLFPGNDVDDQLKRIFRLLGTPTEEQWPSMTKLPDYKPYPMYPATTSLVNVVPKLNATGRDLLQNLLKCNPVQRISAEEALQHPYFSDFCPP
Target sequence (Q15078 whole entry, looked up): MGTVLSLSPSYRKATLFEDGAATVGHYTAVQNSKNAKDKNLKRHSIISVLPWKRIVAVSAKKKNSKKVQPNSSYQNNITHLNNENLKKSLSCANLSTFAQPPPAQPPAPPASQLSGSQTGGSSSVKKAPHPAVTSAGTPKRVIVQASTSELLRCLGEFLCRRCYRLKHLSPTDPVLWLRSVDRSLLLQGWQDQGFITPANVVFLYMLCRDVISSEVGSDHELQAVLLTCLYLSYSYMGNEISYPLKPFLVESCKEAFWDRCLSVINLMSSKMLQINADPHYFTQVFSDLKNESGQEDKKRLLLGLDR
Mot1-301 SUMO = blocks SUMOylation pathway, rescuing yeast Mot1-301 growth; growth rescue, % at 18.8 µM; 1% of 320,000 active; AID 2716; S. cerevisiae Mot1-301 growth rescue, ATP luminescence, 38.5C; percent above DMSO median, 100 means doubled;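 active = every valid replicate shows activation above 250% relative to neutral control wells; inactive = the rest, any valid replicate at or below 250%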;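 note: OY570 slx delta 5 strain wells were the positive control but not used for scaling; some compounds called inactive have numbers as strong as hits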
SR-BI DiI inh = inhibitors of mouse SR-BI mediated HDL lipid uptake. Q61009. ldlA[mSR-BI] CHO cells, DiI-HDL uptake fluorescence, 3 h. inhibition, % at 12.5 µM. 0.96% of 320,000 active;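 active = mean replicate inhibition of at least 70% and a set share of replicates each scoring 70 or more; inconclusive = meets just one of the two criteria; inactive = fails both criteria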;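 note: 0% = median of neutral control wells and 100% = median of positive control wells; values of inactives mirror those of a sister screen read the other way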
Target sequence (Q61009 whole entry, looked up): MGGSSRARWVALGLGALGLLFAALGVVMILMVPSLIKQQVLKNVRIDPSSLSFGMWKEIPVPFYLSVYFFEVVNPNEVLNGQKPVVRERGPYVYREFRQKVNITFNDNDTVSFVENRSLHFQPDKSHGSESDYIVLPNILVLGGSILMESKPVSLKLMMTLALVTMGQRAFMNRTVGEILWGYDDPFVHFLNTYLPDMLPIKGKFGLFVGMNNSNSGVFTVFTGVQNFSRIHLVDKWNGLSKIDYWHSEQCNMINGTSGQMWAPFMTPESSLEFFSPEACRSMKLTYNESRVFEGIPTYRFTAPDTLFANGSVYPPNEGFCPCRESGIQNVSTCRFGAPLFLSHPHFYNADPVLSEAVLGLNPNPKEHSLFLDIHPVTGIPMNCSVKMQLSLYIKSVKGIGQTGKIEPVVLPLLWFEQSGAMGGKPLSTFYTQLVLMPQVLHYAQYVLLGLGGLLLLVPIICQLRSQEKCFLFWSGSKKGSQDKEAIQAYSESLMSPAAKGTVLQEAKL
Active calls of the source: *; i = inactive; ? = inconclusive; nt = not tested or not shown.

SMILES	NSD2 inh	PKA-R1A activ	Pemphigus Ab inh	MITF act	SR-BI DiI-HDL act	dFosB act	PKA-R2B act	Arrestin-AP2 inh	CDK5 inh	Mot1-301 SUMO	SR-BI DiI inh
COc1ccc(NC(=O)Nc2ccc3c(c2)C(=O)N([C@H](C)CO)C[C@H](C)[C@@H](CN(C)C(=O)Nc2c(C)noc2C)O3)cc1	nt	-6	100	9	10	-2	-5	-7	0.9	-8	-10
Cc1cc(Nc2cccc([N+](=O)[O-])c2)c2ccccc2n1	-3	-5	114	-4	-2	10	-8	nt	1.9	-24	2
COc1cccc(C2=NOC(C(=O)Nc3cccnc3Cl)C2)c1OC (stereo not drawn)	-3	-7	103	-9	15	-10	5	19	0.1	2	-15
Cc1cn(S(=O)(=O)c2cc(Br)ccc2Br)cn1	-3	-7	131	6	7	9	3	11	1.3	8	-7
COC(=O)C[C@H]1c2cc(F)ccc2S(=O)(=O)N1C(C)C	nt	12	104	-22	12	2	8	-1	1.8	4	-12
Cc1ccc(-c2nc(NC(=O)CSc3ncn[nH]3)ns2)cc1	-3	3	98	34	nt	-12	9	-6	2.1	-10	nt
COc1cccc(NS(=O)(=O)c2cc3c4c(c2)CCC(=O)N4CCC3)c1	5	10	104	-7	-32	-7	-8	-20	-1.6	-5	32
COc1ccc(NS(=O)(=O)c2cccc(C(=O)NCC(c3ccc(F)cc3)N3CCOCC3)c2)cc1 (stereo not drawn)	2	9	114	9	9	-5	-6	3	0.8	-7	-9
CC(=O)Nc1ccc(OCC(O)Cn2nc(C)nc2C)cc1 (stereo not drawn)	37	-7	105	6	10	2	4	0	-0.4	12	-10
COc1ccccc1CNC(=O)CN1C(=O)COc2ccc(S(=O)(=O)N3CCCCC3)cc21	-6	-7	105	-5	7	0	3	-2	1.0	15	-7
COc1ccc(C(=O)NC(=S)N2CCN(c3ccccc3O)CC2)cc1	3	-8	nt	-2	-28	-9	-11	-28	-4.6	6	28
CCn1c(C)nc2cc(C(=O)N/N=C/c3ccc(OC)c(O)c3)ccc21	0	-7	101	4	39	6	-9	2	0.3	9	-39
Cc1cc(C)c2oc(C(=O)NCCc3ccc(S(N)(=O)=O)cc3)cc(=O)c2c1	-2	-10	88	-14	nt	41*	-11	-11	2.0	3	nt
CNc1nc(SC)nc(N(C#N)CC(=O)OC)n1	25	-4	91	0	24	1	-1	5	-1.5	1	-24
O=C(NC1=NCCS1)c1ccc(Cl)s1	0	-19	98	121*	41	-2	-1	5	0.3	-1	-41
COc1ccc(-c2noc(CSc3nnc(-c4ccncc4)n3-c3ccc(F)cc3)n2)cc1OC	1	-2	103	-10	-19	-2	4	0	-1.0	-32	19
C=C(C)C1CC=C(CN2CC(C)OC(C)C2)CC1 (stereo not drawn)	12	2	101	6	30	-13	6	1	-4.1	139	-30
Cc1cc(C)n(-c2cc(-c3ccccc3)nc(C)n2)n1	-3	-3	nt	-16	-29	-7	0	15	-0.2	336*	29
Nn1c(SCC(=O)Nc2nccs2)nncc1=O	-13	-2	108	-12	17	2	-7	23	-2.7	-7	-17
COc1cc(-c2nnc3n(CCc4ccccc4)c(=O)c4ccccc4n23)cc(OC)c1OC	10	5	nt	-1	-10	-15	-18	7	-0.8	111	10
N#Cc1ccc(Cl)cc1NC(=O)CSc1cccc[n+]1[O-]	1	5	118	-15	-6	4	-7	6	1.0	10	6
CCN(CC)S(=O)(=O)c1cc(NC(=O)CCn2[nH]c(=O)ccc2=O)ccc1C	0	-12	92	-4	14	4	-4	4	0.3	16	-14
CCN(CC(=O)Nc1ccc(NC(C)=O)cc1)C(=O)COc1ccc(C(=O)c2ccccc2)cc1	-1	-7	97	3	-11	-10	0	21	1.7	8	11
O=C(Nc1ccccc1)c1cnc2n(c1=O)CCS2	nt	3	98	26	12	-12	-11	22	0.3	11	-12
COc1ccc(Br)cc1CN(C)C(=O)C1=CC=CN2CCS(=O)(=O)N=C12	-3	9	119	0	21	4	-4	24	2.1	10	-21
COc1cccc(NC(=O)Cn2nnc(C(=O)Nc3cc(Cl)ccc3OC)c2N)c1	-2	-2	101	-3	-15	38*	5	-8	1.0	237	15
C=C(C(=O)c1ccccc1)C(C)C(=C)C(=O)c1ccccc1	9	-5	104	-94	27	-3	-6	nt	-1.7	63	-27
COc1ccc(S(=O)(=O)Nc2ccccc2C(=O)NC(C)(C)C)cc1OC	-1	2	96	-5	5	4	1	4	1.0	180	-5
COc1ccccc1NC(=O)/C(C#N)=C/c1ccncc1	-3	1	94	-19	-16	-4	10	-5	-3.9	-14	16
O=C(CSc1ncnc2ccccc12)Nc1cc(S(=O)(=O)N2CCCCC2)ccc1Cl	0	-6	101	-10	-50	0	-4	2	0.4	14	50
CC1CCCN(S(=O)(=O)c2ccc(C(=O)Nc3nnc(-c4ccco4)o3)cc2)C1 (stereo not drawn)	-3	-11	105	-2	8	-12	4	19	0.5	-21	-8
CCOc1ccccc1-n1c(SCC(=O)N2CCCC2)nnc1-c1ccc(O)cc1	-1	-6	104	-12	8	-5	-7	-3	2.7	-10	-8
COc1nc(-c2ccc(Cl)cc2)ccc1-c1noc(-c2ccco2)n1	-1	2	nt	13	-27	30*	0	-7	-1.1	-20	27
CCOC(=O)c1nn(-c2ccc(C)c(Cl)c2)c(=O)c(C#N)c1C	4	3	94	nt	-25	1	4	11	-0.6	-9	25
Cc1ccc2[nH]c3c(c2c1)CN(C(=O)CN1CCN(Cc2ccc4c(c2)OCO4)CC1)CC3	6	-6	104	nt	-20	-3	-9	5	-0.7	3	20
CCCN(CC1CC1)C(=O)COC(=O)c1ccc(C)cc1O	-2	-11	96	22	-11	2	-1	6	-0.2	-8	11

Part of the list above in another layout.
Molecule,NSD2 inh,PKA-R1A activ,Pemphigus Ab inh,MITF act,SR-BI DiI-HDL act,dFosB act,PKA-R2B act,Arrestin-AP2 inh,CDK5 inh,Mot1-301 SUMO,SR-BI DiI inh
Cc1ccc2[nH]c3c(c2c1)CN(C(=O)CN1CCN(Cc2ccc4c(c2)OCO4)CC1)CC3,6,-6,104,nt,-20,-3,-9,5,-0.7,3,20
CCCN(CC1CC1)C(=O)COC(=O)c1ccc(C)cc1O,-2,-11,96,22,-11,2,-1,6,-0.2,-8,11

New compounds follow.
SMILES	NSD2 inh	PKA-R1A activ	Pemphigus Ab inh	MITF act	SR-BI DiI-HDL act	dFosB act	PKA-R2B act	Arrestin-AP2 inh	CDK5 inh	Mot1-301 SUMO	SR-BI DiI inh
N#CCSc1nc2cc(C(=O)N3CCC(C(N)=O)CC3)ccc2c2nc3ccccc3n12	nt	1	102	-17	-1	-44	-10	-2	-1.6	18	0
CC(C)(C)NC(=O)COc1ccc(CNCc2cccnc2)cc1	-2	-15	112	-13	7	-7	-11	9	-2.2	-7	-7
NC(=O)C(c1cccc(Cl)c1)c1ncc(C(F)(F)F)cc1Cl (stereo not drawn)	0	-3	nt	nt	14	-12	-2	7	-1.9	i	-14
COc1cc2[nH]c(=O)n(Cc3ccc(C(=O)NC4CCCC4)cc3)c(=O)c2cc1OC	2	-15	nt	-25	nt	3	2	6	0.2	-6	34
O=C(Cc1ccccc1)Nc1ccc(NC(=O)c2cccc(Cl)c2)cc1	-1	-5	102	-7	14	-1	0	5	1.1	52	-14
CCOc1ccccc1N1CCN(C(=O)CC(C)(C)C)CC1	-1	3	114	5	nt	0	12	55*	-0.1	-9	nt
C[C@@H]1CN([C@H](C)CO)C(=O)c2cc(NC(=O)Cc3cn(C)c4ccccc34)ccc2O[C@H]1CN(C)S(=O)(=O)c1ccc(F)cc1	nt	3	104	-12	-73	0	-10	-5	0.9	5	73*
CC(C)[C@H](NC(=O)c1ccccc1)C(=O)OCC(=O)NCc1ccc(F)cc1	-4	-5	99	7	0	1	-5	10	-2.1	2	0
COc1ccc(-c2oc(=O)c3cc(OC)c(OC)cc3c2-c2cc(F)cc(OC)c2)cc1	nt	-4	97	-6	-15	-9	-23	-6	0.1	-12	15
CCCOc1cccc(C2C(C(=O)c3cccs3)=C(O)C(=O)N2Cc2cccnc2)c1 (stereo not drawn)	8	9	115	nt	4	-2	-7	-10	-3.4	1	-4
CCn1nnnc1SCC(=O)N1CCN(c2ccccc2)CC1	-3	nt	87	nt	7	-2	nt	6	2.4	-3	-7
C(=C\c1nc2ccccc2[nH]1)/c1ccccc1	-3	-10	nt	nt	-21	-12	-6	0	9.1	-39	21
Cc1ccccc1NC(=O)C12CC3CCC1(C)C3(C)CO2 (stereo not drawn)	-3	-5	111	-2	33	0	-10	-2	2.0	113	-33
Cc1c(C(=O)N2CCCCC2)oc2ccc(S(=O)(=O)N3CC(C)CC(C)C3)cc12 (stereo not drawn)	nt	-5	100	-24	-4	-8	-10	-1	0.1	-4	4
CC1CCN(C(=O)CSc2nc3ccccc3c(=O)n2Cc2ccc3c(c2)OCO3)CC1	0	-8	98	7	-2	-1	-17	15	0.5	-8	2
CCCCC(=O)Nc1nnc(S(=O)(=O)N(CC)c2ccc(OC)cc2)s1	-2	-1	101	nt	-23	7	-4	2	-0.5	-13	23
Cc1ccc(NC(=O)Cc2ccc(Cl)c(Cl)c2)cc1S(=O)(=O)N(C)C	-1	-8	105	-6	-63	-3	-16	-23	-1.5	-18	63
Cc1ccc(S(=O)(=O)CCC(=O)c2ccc(O)cc2O)cc1	-4	1	102	nt	8	-2	12	11	-0.2	-13	-8
CCOc1c(CNCCNC(=O)c2nonc2N)cccc1OC	0	4	97	7	-14	-3	19*	6	1.7	-11	14
COc1ccc(S(=O)(=O)Cc2ccc(C(=O)N3CCC(C(N)=O)CC3)o2)cc1	nt	3	102	4	?	-10	3	3	-2.6	-17	-132
COC(=O)c1cc(OC)c(OC)cc1NC(=O)c1ccco1	nt	-10	94	-2	-51	-8	-5	1	-1.0	7	51
CCOc1ccc2nc(SCC(=O)NCC3CCCO3)sc2c1 (stereo not drawn)	1	-8	93	1	-11	2	8	7	0.8	13	11
CC(C)(C)N(Cc1ccccc1)C(=O)COC(=O)C1CCCCC1	-6	4	116	11	12	-1	-1	9	-0.6	14	-12
